SMARCA2 act = SMARCA2 (BRM) function activators, primary screen, cell-based, luminescence, high throughput; MG213 cells, MMTV-luciferase reporter, dexamethasone, overnight; activation, % at 9.1 µM; actives 1% (n = 370,000); in the data active = activation above about 7.8%;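 also: 0% = vehicle wells and 100% = reference activator wells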
GAA850 FXN act = FXN promoter activators, primary screen, cell-based, luciferase luminescence, HEK293 lucGAA850. HEK293 lucGAA850 FXN promoter luciferase reporter, 24 h; percent of 10 µM SAHA response. activation, % at 6 µM. actives 0.56% (n = 360,000);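 active = activation above the average of all compounds screened plus 3 SD, cutoff fixed separately per campaign, cut at about 7.5% in these data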;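 also: 0% = DMSO wells and 100% = 10 µM SAHA wells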
DAX1 inh-1 = DAX1 (NR0B1) inhibitors on StAR promoter, primary screen, cell-based, luminescence, SF-1 (NR5A1), full-length DAX-1; HEK293T StAR-luciferase reporter, SF-1/DAX-1 repression relief; inhibition, % at 6.8 µM; actives 1.1% (n = 370,000); AID 652010, 2013;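 active = inhibition above the mean over all tested compounds plus 3 SD, cut at about 3.6% in these data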;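 also: 0% = DAX-1 cells with DMSO and 100% = cells lacking DAX-1 with DMSO; higher inhibition means more luminescence from relief of DAX-1 repression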
DAX1 inh-2 = DAX1 (NR0B1) inhibitors, primary screen, cell-based, HEK293, Gal4-DAX1, luciferase luminescence; Nuclear receptor subfamily 0 group B member 1 (Homo sapiens), P51843; HEK293 Gal4-DAX1 luciferase reporter; inhibition, % at 6.75 µM; actives 0.99% (n = 340,000); AID 504766, 2011;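 active = inhibition above the mean over all tested compounds plus 3 SD, cut at about 4.2% in these data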;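 also: 0% = DAX1-transfected cells with DMSO and 100% = empty-vector control cells with DMSO; inhibition shows as a rise in luminescence from relieved DAX1 repression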
Target sequence (P51843 207-470 limits assumed): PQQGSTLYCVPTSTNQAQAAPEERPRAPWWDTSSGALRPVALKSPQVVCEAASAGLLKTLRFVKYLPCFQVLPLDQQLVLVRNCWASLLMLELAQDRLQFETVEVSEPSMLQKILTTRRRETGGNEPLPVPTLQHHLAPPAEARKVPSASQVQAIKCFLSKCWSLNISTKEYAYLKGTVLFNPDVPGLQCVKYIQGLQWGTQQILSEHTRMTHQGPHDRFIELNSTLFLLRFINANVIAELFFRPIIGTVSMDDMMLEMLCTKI
hcDAF12 agonist = H. contortus DAF-12 nuclear receptor activators, primary screen, cell-based, luminescence, HEK293, lit1-tk-luc reporter; HEK293 hcDAF-12 lit1-tk-luc reporter; 0% DMSO, 100% Δ7-dafachronic acid; activation, % at 6.8 µM; actives 1.4% (n = 370,000); AID 652067, 2013;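 active = activation above the mean of all tested compounds plus 3 SD, cut at about 5.5% in these data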;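 also: 100% = response to 3 µM Δ7-dafachronic acid high control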
ADAM10 inh = human ADAM10 inhibitors, primary screen, biochemical, QFRET, HTS; inhibition, % at 7 µM; actives 0.62% (n = 370,000); recombinant ADAM10, EDANS/DABCYL FRET peptide cleavage, 3 h; AID 720582, 2013;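 active = inhibition above a per-campaign cutoff equal to the mean of compounds falling between control-based bounds plus 3 SD, cut at about 20% in these data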;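 also: 0% = DMSO wells while the 100% control is not disclosed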
Target sequence (O14672 214-748 limits assumed): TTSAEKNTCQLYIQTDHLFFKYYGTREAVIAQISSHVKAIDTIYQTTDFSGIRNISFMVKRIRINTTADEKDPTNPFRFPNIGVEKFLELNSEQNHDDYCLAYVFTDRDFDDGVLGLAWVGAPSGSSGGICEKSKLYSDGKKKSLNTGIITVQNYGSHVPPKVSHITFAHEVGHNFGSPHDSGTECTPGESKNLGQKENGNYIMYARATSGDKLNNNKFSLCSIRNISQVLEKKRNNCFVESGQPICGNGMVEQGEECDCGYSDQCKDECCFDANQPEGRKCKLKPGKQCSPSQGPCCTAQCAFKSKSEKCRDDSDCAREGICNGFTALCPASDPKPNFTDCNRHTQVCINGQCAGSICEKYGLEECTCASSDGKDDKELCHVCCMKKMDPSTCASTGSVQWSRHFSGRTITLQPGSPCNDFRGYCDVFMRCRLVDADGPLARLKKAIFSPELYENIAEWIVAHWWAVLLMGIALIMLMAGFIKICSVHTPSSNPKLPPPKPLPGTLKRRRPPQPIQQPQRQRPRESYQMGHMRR
sPLA2-III inh = human group III sPLA2 inhibitors, primary screen, biochemical, QFRET, BODIPY PC-A2 liposome substrate; Group 3 secretory phospholipase A2 (Homo sapiens), Q9NZ20; QFRET BODIPY PC-A2 liposome hydrolysis, fluorescence; inhibition, % at 12.2 µM; actives 0.56% (n = 370,000); AID 743126, 2013;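 active = inhibition above mean plus 3 SD of compounds lying within the high and low control bounds, cut at about 19% in these data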;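 also: 0% = median of test compound wells and 100% = no enzyme DMSO wells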
hgDAF12 agonist = H. glycines DAF-12 receptor agonists, primary screen, cell-based, luminescence, HEK293, GAL4 fusion, UAS-luciferase. Nuclear hormone receptor DAF-12 (Heterodera glycines), GAL4 fusion. HEK293 GAL4-hgDAF12 UAS-luciferase reporter, agonist luminescence; normalized to butyrate control. activation, % at 6.8 µM. actives 1.8% (n = 370,000);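 active = activation above a cutoff set at the mean of all screened compounds plus 3 SD, cut at about 10% in these data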;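 also: 0% = DMSO wells and 100% = sodium butyrate wells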
NPR1 activator = GC-A stimulated cGMP production enhancers – HEK293 GC-A cells, cGMP TR-FRET, EC30 ANP, primary screen; activation, % at 10 µM; AID 1671463, 2021; 0% at EC30 ANP, 100% saturating ANP; actives 0.14% (n = 370,000); in the data active = activation above about 40%
ssDAF12 agonist = S. stercoralis DAF-12 nuclear receptor activators, primary screen, cell-based, luminescence, HEK293, GRIP1 co-expression, lit1-tk-luc. activation, % at 6.8 µM. HEK293 ssDAF-12/GRIP1 lit1-tk-luc reporter; % of 3 µM dafachronic acid response. actives 1% (n = 370,000). AID 652126, 2013;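 active = activation above the mean over all tested compounds plus 3 SD, cut at about 0.9% in these data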;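 also: 0% = DMSO-only wells and 100% = 3 µM delta7-dafachronic acid wells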
NPR2 activator = human GC-B receptor activators, primary screen, HEK293 GC-B cells, cGMP TR-FRET, EC30 CNP; 0% at EC30 CNP, 100% saturating CNP; activation, % at 10 µM; actives 0.11% (n = 370,000); Atrial natriuretic peptide receptor 2 (Homo sapiens), P20594; AID 1920062, 2024;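 active = activation at 10 µM reaching about 35% in either raw or pattern-adjusted values, limit read from the data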
Active calls of the source: *; / = not tested or not shown.

1) Cc1ccc(-n2c(COc3ccccc3)nnc2SCC(=O)O)cc1
2) Cc1cc(C)n2c(C)nnc2c1
3) COc1ccc(-n2c(C)cc(/C=C3\SC(=S)N(Cc4ccco4)C3=O)c2C)cc1
4) Cc1cc(NC(=NC2CC2)c2ccccc2F)n(-c2ccccc2)n1
5) O=C(Nc1ccccc1)N1CCCCC1c1cccnc1 (configuration not stated)
6) CC(C)(O)C#Cc1ccc(C(=O)N2CCCC2C(=O)O)s1 (configuration not stated)
7) N#Cc1cccnc1N1CCN(C(=O)c2cccc3c2C(=O)c2ccc(-c4ccc(F)cc4OCc4ccccc4)cc2S3(=O)=O)CC1
8) O=C(C1CCN(S(=O)(=O)c2c(Cl)cccc2Cl)CC1)N1CCCCCCC1

Assay by compound	1	2	3	4	5	6	7	8
SMARCA2 act	-1	1	-2	2	3	0	0	-4
GAA850 FXN act	-0.1	1.4	1.0	-0.8	2.6	0.8	0.5	2.1
DAX1 inh-1	2.1	-0.3	0.3	-0.3	0.5	1.3	-0.1	2.2
DAX1 inh-2	1.7	-0.1	-1.2	1.6	0.6	-0.9	-1.7	-1.9
hcDAF12 agonist	0.2	-0.3	1.4	-1.5	-2.9	-0.5	-2.1	-1.0
ADAM10 inh	-4	-1	-7	7	5	3	-5	6
sPLA2-III inh	-4	4	14	3	4	2	-9	-3
hgDAF12 agonist	-0.9	1.7	4.2	1.4	0.9	2.0	-2.3	-2.2
NPR1 activator	0	2	-3	1	-2	2	4	-3
ssDAF12 agonist	-1.2	-1.1	-0.1	-1.0	-0.6	-0.9	-1.3	-1.4
NPR2 activator	5	0	1	-3	4	-3	6	-2

9) CCn1c(COc2ccc(=O)n(-c3ccccc3)n2)nnc1SCc1ccccc1
10) COc1ccc(C(=O)Nc2cc(=O)n(C)c(=O)n2C)cc1
11) CC1(C(=O)O)CCCN1C(=O)c1cccc(F)c1 (configuration not stated)
12) CCCCN(C(=O)Cn1nnc2ccccc21)C(C(=O)NCCOC)c1ccc(OC)cc1 (configuration not stated)
13) Nc1ccn([C@@H]2O[C@H](C(=O)N3CCCN(Cc4ccccc4F)CC3)[C@@H](O)[C@H]2O)c(=O)n1
14) O=S(=O)(NCc1cccnc1)c1ccc(Br)c2ccccc12
15) CC(=O)c1ccc(NC(=O)Nc2cccnc2)cc1
16) CC(/C=C/C1[C@H](C)C[C@H](O[C@@H]2O[C@H](CO)[C@@H](O)[C@H](O)[C@H]2O)CC1(C)C)O[C@H]1O[C@H](CO)[C@@H](O)[C@H](O)[C@H]1O (some centres not stated)

Assay by compound	9	10	11	12	13	14	15	16
SMARCA2 act	-2	2	-1	-5	-3	-4	5	2
GAA850 FXN act	-1.6	3.9	0.3	1.5	/	0.2	2.6	0.7
DAX1 inh-1	-0.3	-0.5	-0.3	0.5	-0.2	-0.4	4.1*	0.3
DAX1 inh-2	0.9	0.6	/	-1.4	/	-1.1	0.5	1.7
hcDAF12 agonist	-1.4	-1.0	-0.9	-1.3	-0.7	-1.9	1.1	0.8
ADAM10 inh	2	12	-13	-3	-3	11	-7	-4
sPLA2-III inh	2	6	1	-2	6	-10	1	-3
hgDAF12 agonist	-2.3	3.5	2.6	-0.3	3.4	0.4	4.7	0.0
NPR1 activator	-2	8	2	-2	3	1	-1	1
ssDAF12 agonist	-1.9	-1.8	-0.5	-1.1	-0.8	-1.3	0.0	-1.3
NPR2 activator	-5	10	4	-3	-3	1	-5	7

17) O=C1Cc2cc(S(=O)(=O)Nc3ccc(F)cc3Cl)ccc2N1
18) OC(c1cccc(Cl)c1)c1ncc(-c2ccc3ccccc3c2)[nH]1 (configuration not stated)
19) O=C(CSc1ccc2c(c1)OCCO2)NCCN1C(=O)CSC1=O
20) Cc1csc(NC(=O)CSc2ccccc2F)n1
21) Cc1ccc(NC(=O)c2ccc(C)c(S(=O)(=O)N3CCOCC3)c2)nc1
22) CN(Cc1ccccc1)S(=O)(=O)c1ccc2c(c1)CCC(=O)N2
23) Cc1nn(-c2ccccc2)c(N2CCCC2)c1/C=N/NC(=O)C1CC1
24) O=C(Nc1ccccc1N1CCCCC1)C1CCN(S(=O)(=O)c2ccccc2C(F)(F)F)CC1

Assay by compound	17	18	19	20	21	22	23	24
SMARCA2 act	-4	4	2	8.4*	-1	2	-3	-2
GAA850 FXN act	-0.9	1.0	0.1	12*	-0.6	1.4	-2.3	-1.0
DAX1 inh-1	-0.9	-0.1	0.6	0.5	-1.7	0.0	-0.8	-3.6
DAX1 inh-2	0.8	/	0.7	0.7	-0.7	-1.3	-0.6	-2.0
hcDAF12 agonist	-1.4	-0.1	1.1	0.8	-0.1	1.4	-2.6	-2.5
ADAM10 inh	-10	-8	6	-1	-3	5	-2	13
sPLA2-III inh	-15	-5	5	-3	-1	2	7	-12
hgDAF12 agonist	1.2	3.3	4.6	8.5	-0.4	0.9	-0.9	-0.4
NPR1 activator	0	-12	0	8	1	-1	7	2
ssDAF12 agonist	-1.2	-0.3	0.0	-0.7	-0.8	-1.0	-1.7	-1.5
NPR2 activator	0	-12	2	1	-8	-2	10	4

25) Cc1cccc(NC(=O)C2CCCN(C(=O)NC3CCCCC3)C2)c1C (configuration not stated)
26) CCOC(=O)N1CCN(CC(O)c2c[nH]c3ccc(OC)cc23)CC1 (configuration not stated)
27) CCOc1ccc(C(=O)Nc2ccc(NC(=O)c3ccco3)c(Cl)c2)cc1Cl
28) COc1ccccc1C(=O)NCCC(=O)N1CCN(c2ccccc2Cl)CC1
29) Cc1cccc(N2CCN(S(=O)(=O)c3cc(-c4cc(C)no4)ccc3C)CC2C)c1 (configuration not stated)
30) COc1ccccc1C(=O)Nc1ccc(NC(=O)c2ccco2)cn1
31) COc1ccccc1NC(=S)N1CC(C)(C)C1=O
32) CN(C)CCOc1ccc(/C(=C(/CCCl)c2ccccc2)c2ccccc2)cc1

Assay by compound	25	26	27	28	29	30	31	32
SMARCA2 act	-4	0	1	-2	-2	1	5	-5
GAA850 FXN act	-2.0	-0.1	-1.6	2.7	-8.3	3.2	1.7	-0.8
DAX1 inh-1	-0.6	0.0	-0.2	-1.0	-8.9	0.8	0.2	-0.2
DAX1 inh-2	-0.4	0.3	1.9	0.6	-5.7	-0.5	0.4	0.6
hcDAF12 agonist	0.8	1.7	1.6	-1.6	-2.6	-2.0	1.3	-0.9
ADAM10 inh	-12	-8	5	-1	15	-1	-4	11
sPLA2-III inh	5	-11	-7	4	-2	-3	1	-13
hgDAF12 agonist	0.5	5.4	1.9	-1.1	-2.5	2.9	-2.3	0.8
NPR1 activator	1	0	0	-8	-5	-1	-1	-6
ssDAF12 agonist	-1.3	-0.3	-0.7	-0.7	-1.9	-1.4	-1.4	-1.3
NPR2 activator	1	-1	-9	-8	4	-2	-1	3

Ordered by molar mass (low to high): part of the list above
31) COc1ccccc1NC(=S)N1CC(C)(C)C1=O
30) COc1ccccc1C(=O)Nc1ccc(NC(=O)c2ccco2)cn1
25) Cc1cccc(NC(=O)C2CCCN(C(=O)NC3CCCCC3)C2)c1C (configuration not stated)

Assay by compound	31	30	25
SMARCA2 act	5	1	-4
GAA850 FXN act	1.7	3.2	-2.0
DAX1 inh-1	0.2	0.8	-0.6
DAX1 inh-2	0.4	-0.5	-0.4
hcDAF12 agonist	1.3	-2.0	0.8
ADAM10 inh	-4	-1	-12
sPLA2-III inh	1	-3	5
hgDAF12 agonist	-2.3	2.9	0.5
NPR1 activator	-1	-1	1
ssDAF12 agonist	-1.4	-1.4	-1.3
NPR2 activator	-1	-2	1

Next section.
33) CC(C)(C)OC(=O)NCCCCCO
34) Nc1nc2c(ncn2[C@@H]2O[C@H](C(=O)NCCc3c[nH]c4ccccc34)[C@@H](O)[C@H]2O)c(=O)[nH]1
35) CCOCc1cn(CC(=O)c2ccc(Cl)cc2)c(C)nc1=N
36) CC(=O)Nc1ccc(S(=O)(=O)NC2(C(F)(F)F)NC(=O)N(CC(C)C)C2=O)cc1 (configuration not stated)
37) CSc1ccccc1C(=O)Nc1ccc2c(c1)CCC2
38) NC(=O)CC(NC(=O)Cc1ccc(Br)cc1)c1ccc(NCc2ccc(F)c(F)c2)c([N+](=O)[O-])c1 (configuration not stated)
39) C=CCn1cc(C(=O)NCc2ccc(Cl)cc2)c(=O)c2cc(S(=O)(=O)N(CC)CC)ccc21
40) Cc1ccc(S(=O)(=O)N2CCC(=O)N(CCOC(=O)Nc3cc(C)cc(C)c3)CC2)cc1

Assay by compound	33	34	35	36	37	38	39	40
SMARCA2 act	-1	-3	0	-2	5	-1	0	-1
GAA850 FXN act	1.6	/	0.3	2.7	3.7	0.4	0.7	6.2
DAX1 inh-1	1.8	3.0	0.1	-0.1	0.3	0.5	0.1	0.5
DAX1 inh-2	-0.4	/	0.6	-0.2	0.7	-0.9	-1.1	-0.5
hcDAF12 agonist	-0.7	0.5	-0.3	-0.1	1.8	-0.6	-0.4	-2.6
ADAM10 inh	-11	-2	-8	6	4	-4	2	6
sPLA2-III inh	-3	9	-4	2	-3	4	-10	-29
hgDAF12 agonist	1.0	-1.2	-0.2	2.8	7.0	0.4	0.3	0.6
NPR1 activator	3	16	-1	2	4	0	-6	-4
ssDAF12 agonist	-0.7	-0.8	-0.1	-0.1	-0.2	-1.1	-0.7	-1.6
NPR2 activator	2	5	-1	3	5	-2	-5	-9

41) COc1ccc(S(=O)(=O)Nc2nc3ccccc3s2)cc1OC
42) Cc1ccc(OCCNC(=O)CNC(=O)c2ccc(Cl)c([N+](=O)[O-])c2)cc1
43) CC12C(=O)N(Cc3ccccc3)C(=O)C1C1C=CC2C1 (configuration not stated)
44) COc1cc(/C=C/C(=O)O)ccc1OS(=O)(=O)c1cc(Br)ccc1C
45) CC(C)OCCCNc1ncnc2c1nc1n2CCCC1

Assay by compound	41	42	43	44	45
SMARCA2 act	3	5	-1	4	-1
GAA850 FXN act	2.6	1.3	3.0	0.6	0.8
DAX1 inh-1	0.8	-1.0	0.0	-1.8	-0.1
DAX1 inh-2	0.9	-0.4	-1.5	-0.1	0.6
hcDAF12 agonist	3.9	-0.2	-1.7	0.1	1.1
ADAM10 inh	-14	2	8	7	-12
sPLA2-III inh	-18	-15	3	-23	1
hgDAF12 agonist	1.0	0.6	-1.7	0.2	-0.3
NPR1 activator	4	0	2	-3	0
ssDAF12 agonist	0.6	-1.5	0.4	-0.7	-1.0
NPR2 activator	0	1	7	-2	1
